Screening data as filed in PubChem BioAssay.
Nrf2 block: Nrf2 pathway inhibition | A549 ARE-Fluc reporter, luciferase luminescence, 18-24 h | Potency, µM (titrated, usually from 46 µM), for inactives: at the highest dose activity change, negative = inhibition, usual class: inhibitors | 360,000 tested, 2.1% active | AID 504444; further: potency means the concentration at half of the fitted maximal effect; on the % scale 0 is the no-effect control and ±100 the full control effect; nearly all actives have a fitted effect of over 60% in size
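Nrf2 activity is the BugLite luminescence, read 15 min after reagent at room temperature, following CellTiter-Fluor cytotoxicity readout (30 min, 37C). Compound titrations were applied for 18-24 h to 5000 A549 ARE_Fluc cells/well in 5% FBS OPTI-MEM.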
Abeta rescue: restores growth of yeast expressing A-beta42 peptide; yeast expressing A-beta42, growth rescue, OD600, 48 h; response scale: 0% DMSO, 100% iron-clioquinol control; Potency, µM (series often up to 46.1 µM), inactives show top-dose growth rescue, actives largely listed as activators; 410,000 tested, 0.063% active; further: potency means the concentration at half of the fitted maximal effect; nearly all actives have a fitted effect of over 55% in size
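Yeast growth medium received pinned compounds, then yeast cells expressing toxic A-beta were added; plates incubated at 30 C for 48 hr. Growth read as absorbance at 600 nm, normalized to DMSO and equimolar FeCl3 plus clioquinol controls.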
Mm-Cpn inhibitor: inhibitors of Methanococcus maripaludis chaperonin (MmCpn); purified Mm-Cpn ATPase, ADP Transcreener TR-FRET; 330,000 tested, 0.031% active; Potency, µM (top dose mostly 76.9 µM), for the others: at the top dose activity, negative = inhibition, hits mostly inhibitors; AID 504842; further: potency means the concentration at half of the fitted maximal effect; on the % scale 0 is the no-effect control and ±100 the full control effect; nearly all actives have a fitted effect of over 80% in size
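ATPase turnover read by TR-FRET ADP competition (Eu cryptate antibody/ADP-d2, 665/590 nm): 10uM ATP final, 25nM Mm-CPN final, 30 min 37degC after 10-min compound preincubation, pH 7.4 Tris/KCl/MgCl2/DTT buffer.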
TGFb inhibitor: inhibitors of TGF-b signaling; HepG2 CAGA-GFP TGF-b/SMAD3 reporter, GFP fluorescence, 18 h; TGF-beta stimulated, 500 pg/mL final; Potency, µM (titrated, usually from 46.1 µM), inactives show top-dose activity, negative = inhibition, actives largely listed as inhibitors; 410,000 tested, 1.2% active; further: potency means the concentration at half of the fitted maximal effect; on the % scale 0 is the no-effect control and ±100 the full control effect; nearly all actives have a fitted effect of over 65% in size
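Read-out: total well GFP (ex488/em500-530) summed from mean per-cell fluorescence. Cells: HEPG2 CAGA-GFP, 1% FBS DMEM, 18 h at 37 degrees C with 500 pg/mL final TGF-beta. Unstimulated wells served as the full-inhibition control; stimulated DMSO wells = 0%.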
A549 viability: A549 cytotoxicity, counter-screen for Nrf2 inhibitors; Potency, µM (titrated, usually from 46 µM), for inactives: at the top dose activity change, negative = cytotoxicity, usual class: inhibitors; A549 ARE-Fluc cells, CellTiter-Fluor viability, 18-24 h; 390,000 tested, 0.16% active; further: potency means the concentration at half of the fitted maximal effect; on the % scale 0 is the no-effect control and ±100 the full control effect
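A549 ARE_Fluc cells in 5% FBS OPTI-MEM were exposed to compounds in concentration-response for 18-24 h at 37 deg C. Viability was read by CellTiter-Fluor fluorescence (Ex 405/Em 525) after 30 min, before the luciferase read.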
Nrf2 ARE act: activates Nrf2 signaling | Potency, µM (highest dose often 46.1 µM), without a hit: top-dose activation, usual class: activators | 410,000 tested, 0.31% active | AREc32 ARE-luciferase reporter (MCF7-derived line), luminescence, 24 h; further: potency means the concentration at half of the fitted maximal effect; % of control where 0% means no effect; nearly all actives have a fitted effect of over 65% in size
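Luciferase luminescence (Steady-Glo, 30 min at room temperature) served as the read-out of ARE activation in AREc32 cells treated with compounds for 24 hr at 37 deg C.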
HepG2 tox: HepG2 cytotoxicity, counter-screen for TGF-b inhibitors; HepG2 CAGA-GFP viability, ATP luminescence, 18 h; Potency, µM (titrated, usually from 46.1 µM), without a hit: at the highest dose activity change, negative = cytotoxicity, hits mostly cytotoxic; 410,000 tested, 0.76% active; AID 588856; further: potency means the concentration at half of the fitted maximal effect; some results filed as inactive show a strong effect at the top dose
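CellTiter-Glo luminescence gave cytotoxicity after 18 hours at 37 degrees C. The cells were HepG2 CAGA-GFP in 1% FBS DMEM, stimulated with 500 pg/mL TGF-beta after compound addition. %Activity was normalised to no-cell wells (complete cell-killing) and DMSO (no toxicity), and curves were fitted and classified.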
pAkt inh: blocks phosphorylation of Akt. Neuro2A IGF-stimulated pAkt S473 HTRF, 20 min; hits give low values. activity change, % for hits at 50 µM. 360,000 tested, 0.32% active; in the data active means activity change below about -80%; inconclusive means mostly about -51% to -80%; further: on the % scale 0 is the no-effect control and ±100 the full control effect
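Single-point screen (50 µM final compound) in Neuro2A cells stimulated 20 min with 6 nM IGF at 37 deg C. After lysis, Ser473-phosphorylated Akt read by HTRF (ex 330 nm, em 615/665 nm) as the 665/615 ratio.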
CCT chaperon mod: changes cytosolic chaperonin activity | purified chaperonin ATPase assay, HTRF ADP detection, 30 min | activity change, % (concentration not given with the values), hits read low | 360,000 tested, 0.3% active; in the data active means activity change below about -30%; further: on the % scale 0 is the no-effect control and ±100 the full control effect
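Enzyme 40 or 20 nM (batch-dependent) in Tris pH 7.4/KCl/MgCl2/DTT; cpd 76 uM single point; ATP 10 uM; 30 min 37 °C; Transcreener ADP HTRF detection, 30 min RT; ratio 665/615.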
* hit, by the source's call; i = inactive; ? = inconclusive; . = no result given; & = joins results of further samples; [ ] = dose if it differs, or a comment. Unless noted, the call rests on the fitted dose curve; in most records, active means well fitted curve in the direction sought with a large enough effect; inconclusive means small, poorly fitted or top-dose-only effect, or another doubt; inactive means no such curve, though single readings can be large; an effect the other way counts as inactive or inconclusive. These rows are one share of the data; the hit share may differ from the screen's.

SMILES	Nrf2 block	Abeta rescue	Mm-Cpn inhibitor	TGFb inhibitor	A549 viability	Nrf2 ARE act	HepG2 tox	pAkt inh	CCT chaperon mod
Cc1cccc(C)c1-n1nnnc1C(c1ccccc1OC(F)(F)F)N1CCC(n2c(=O)[nH]c3ccccc32)CC1 (configuration not stated)	.	19%	.	11%	.	-0.3%	-20%	i	0.6
COCCCn1c(N)c(C(=O)Nc2ccccc2)c2nc3ccccc3nc21	-15%	-3%	1%	?	-14%	6.5%	-77%	i	1.1
Cc1cc(C(=O)N2CCC3(CC2)OCCO3)cs1	-3%	-1%	1%	-6%	5%	0.0%	-5%	i	-1.0
CN1CCN(c2nc(N(C)C)oc(=O)c2C#N)CC1	?	5%	-22%	?	23%	-0.6%	0%	i	-1.2
ON1C2CCCCC2N(O)C1c1ccccc1F (configuration not stated)	-8%	-17%	-1%	-2%	-8%	0.0%	-25%	i	-3.8
Cc1cc(OCC(=O)NCc2ccncc2)c2c3c(c(=O)oc2c1)CCC3	-10%	3%	-2%	-1%	-8%	-0.8%	5%	i	-0.3
CCN1CCC2(CC1)NC(=O)c1ccccc1O2	8%	-11%	2%	-4%	0%	0.2%	0%	i	-0.6
O=C1NC(=S)N(c2ccccc2)C(=O)/C1=C/c1ccco1	?	-7%	-2%	2%	-16%	-1.2%	0%	i	-1.1
O=C(C1CCCN(S(=O)(=O)c2cccc3nsnc23)C1)N1CCN(c2cccc(Cl)c2)CC1 (configuration not stated)	21µM*	-3%	.	?	-16%	-0.5%	-9%	.	.
COc1ccccc1NP1(=O)OCC(C)([N+](=O)[O-])CO1 (configuration not stated)	13%	5%	.	?	-7%	-0.1%	-54%	i	0.9
COc1ccc2nc3c(C)n(C)ccc-3c2c1	?	-8%	.	0%	0%	0.3%	2%	i	1.8
Cc1ccc(CCNC(=O)C2CCCN(Cc3nc(-c4cccc(Cl)c4)oc3C)C2)cc1 (configuration not stated)	?	-2%	.	-19%	-12%	0.4%	-27%	.	.
Cc1ccc(NC(=O)c2ncn(CCCNCCN3CCOCC3)n2)cc1C	-26%	-1%	.	-1%	10%	0.4%	-15%	i	0.5
c1ccc(CN2CCN(Cc3ccc4ccccc4c3)CC2)cc1	?	-7%	-1%	-19%	3%	0.2%	-1%	i	-0.2
CCC(CO)NC(=O)C1C=C2c3cccc4[nH]cc(c34)CC2N(C)C1 (configuration not stated)	-3%	-18%	-23%	5%	-11%	0.3%	13%	i	-2.2
CCOP(=O)(OCC)/C(=N/OC(=O)c1ccc(Cl)cc1Cl)C(N)=O	?	-5%	0%	10%	-3%	-0.7%	-41%	i	1.7
O=C(N/N=C/C1C(=O)NC(=S)N(c2ccccc2)C1=O)c1cc(Br)c(O)c(Br)c1 (configuration not stated)	3%	-14%	2%	1%	-3%	-0.3%	-15%	i	-2.1
CCCC12CN3CC(C)(CN(C1)C3c1ccccn1)C2=O (configuration not stated)	22%	-8%	.	42%[activator]	1%	0.7%	3%	.	.
COC(=O)N(c1ccccc1)P(=O)(Oc1ccccc1)Oc1ccccc1	-10%	6%	2%	-4%	-12%	-0.6%	-7%	i	-0.9
O=C(/C=C/c1ccccc1)NC(=S)N1C[C@H]2C[C@H](C1)c1cccc(=O)n1C2	5%	-2%	2%	20%	-2%	4.5%	2%	i	-0.2
ClC1C(Cl)C(Cl)C(Cl)C(Cl)C1Cl (configuration not stated)	6%&17%	-18%&11%	-3%&-2%	-8%&5%	-1%&-1%	-1.2%&-0.4%	-17%&-5%	i	-0.6&-1.7
COc1cc2c(cc1OC)CN(c1ccc([N+](=O)[O-])c(C(F)(F)F)c1)CC2	-25%	-15%	6%	-26%	-2%	?	-31%	i	-0.8
Cc1ccc([N+](=O)[O-])cc1	17%	-4%	-1%	19%	-3%	0.7%	9%	i	-2.1
O=c1c2ccccc2nc(/C=C/c2cccc3ccccc23)n1-c1ccc(Cl)cc1	.	-5%	.	-1%	6%	0.7%	-12%	.	.
CCCCn1c(O)c(C(C)=NCc2cc(OC)cc(OC)c2)c(=O)[nH]c1=O	?	12%	0%	-24%	-5%	2.3%	-29%	i	-0.2
Cc1ccc2c(c1)CC1(CN2C)C(=O)NC(=O)N(c2cccc(C)c2C)C1=O (configuration not stated)	-17%	2%	0%	0%	-9%	-0.1%	-21%	i	-0.3
Clc1cc(I)cc(Cl)c1NC1=NCCN1	-8%	-10%	.	-17%	-5%	0.6%	-25%	i	0.3
COc1ccc(CCNCc2cccn2C)cc1	15%	-7%	-1%	19%	8%	0.3%	26%	i	0.7
COC(=O)C1=C(c2ccc(OCc3ccccc3)cc2)C[C@@H]2CC[C@H]1N2C(=O)NCc1ccc(C(C)(C)C)cc1	.	9%	.	-7%	.	1.8%	-30%	i	-1.4
O=C1CC(=O)N(Cc2ccccc2)C(=O)N1Cc1ccccc1	-11%	0%	.	-1%	2%	-0.2%	-56%	i	-2.1
CCOP(=O)(OCC)C(Cc1ccccc1)NC(C)=O (configuration not stated)	-5%	9%	1%	0%	1%	-0.8%	-20%	i	1.1
O=[N+]([O-])c1cccc2c([As](=O)(O)O)cccc12	16%	-21%	1%	2%	8%	0.0%	-20%	i	-2.2
O=c1[nH]c(=S)n(C2CCCCC2)c(O)c1/C=N/N1CCOCC1	15%	22%	-4%	6%	1%	3.5%	10%	i	0.2
CSc1ccc(/C=C/c2nc3ccccc3c(=O)n2-c2cccc(Cl)c2C)cc1	.	7%	.	?	-14%	-0.1%	-16%	.	.
COc1cc(Cc2ccc(N)c(OC)c2)ccc1N	?	3%	0%	-4%	15%	0.0%	2%	i	0.6
COc1ccccc1N1C(=O)NC(=O)C(CCc2ccncc2)(CCc2ccncc2)C1=O	6%	-1%	-1%	-7%	-6%	-0.4%	1%	i	1.8
CCOC(=O)C1CCN(C(C)C(=O)c2c[nH]c3ccccc23)CC1 (configuration not stated)	-18%	14%	1%	?	1%	3.1%	-25%	i	-2.7
Nc1ccc(N=Nc2ccccc2)cc1	?	-6%	0%	-9%	?	2.4%	-5%	i	-5.3
Cn1c(O)c(C=NCCN2CCOCC2)c(=O)[nH]c1=S	6%	11%	-2%	24%	-1%	-0.4%	-22%	i	-1.8
COc1ccc(C(=O)CN2CCOCC2)cc1F	0%	7%	1%	2%	-3%	-0.2%	3%	i	0.7

Some of the entries so far, with values under each structure.
Order of results – Nrf2 block	Abeta rescue	Mm-Cpn inhibitor	TGFb inhibitor	A549 viability	Nrf2 ARE act	HepG2 tox	pAkt inh	CCT chaperon mod
O=C1CC(=O)N(Cc2ccccc2)C(=O)N1Cc1ccccc1
  -11%	0%	.	-1%	2%	-0.2%	-56%	i	-2.1
CCOP(=O)(OCC)C(Cc1ccccc1)NC(C)=O (configuration not stated)
  -5%	9%	1%	0%	1%	-0.8%	-20%	i	1.1

(list continues)
SMILES	Nrf2 block	Abeta rescue	Mm-Cpn inhibitor	TGFb inhibitor	A549 viability	Nrf2 ARE act	HepG2 tox	pAkt inh	CCT chaperon mod
ClCCOCOCCCl	23%	-22%	1%	17%	-2%	-0.2%	3%	i	0.8
NC(=S)c1cn(C2OC(CO)C(O)C2O)c2ncnc(N)c12 (configuration not stated)	?	-15%	2%	0.32µM*	?	-1.9%	-37%	i	0.6
CC(C)n1c(O)c(C=NCc2ccccc2)c(=O)[nH]c1=S	15%	1%	0%	15%	16%	-0.4%	27%	i	1.6
O=C(Nc1ccc(Br)cc1C(=O)c1ccccc1Cl)c1ccc(Br)cc1	6%	-4%	.	1%	-5%	0.3%	-1%	.	.
Cn1nnc(CC[N+](C)(C)C)n1	2%	-8%	-1%	-4%	4%	-0.3%	1%	i	2.9
CCOc1ccc(N2C(=O)NC(=O)/C(=C\c3ccc(N4CCCCC4)o3)C2=O)cc1	0%	-8%	2%	7%	-27%	0.2%	12%	i	-2.9
O=C(NC1CCCCC1)N1Cc2cc(N3CCOCC3)ccc2-n2nncc2C1	.	-15%	.	-9%	.	0.1%	6%	i	0.0
CC/C(=N\NC(=O)c1ccccc1)c1c(O)n(C2CCCCC2)c(=O)[nH]c1=O	-2%	.	-2%	-4%	-1%	7.4%	-14%	i	-0.4
COc1ccc(Cn2c(O)c(/C=N/NC(=O)c3ccccc3O)c(=O)[nH]c2=O)cc1	13%	-48%[inhibitor]	1%	?	-1%	4.0%	-1%	i	-2.9
O=C(CCC(=O)N1C[C@H]2C[C@@H](C1)c1cccc(=O)n1C2)NCc1ccccc1	0%	20%	0%	1%	-1%	-0.5%	-1%	i	1.1
CN1CCC(c2c[nH]c3ccccc23)C1 (configuration not stated)	-1%	-2%	1%	-2%	13%	4.9%	-9%	i	-1.8
Nc1c(C(=O)NCc2ccco2)c2nc3ccccc3nc2n1Cc1ccc(F)cc1	-16%	13%	0%	?	-21%	18µM*	6%	i	1.2
Cc1cccc(N2CCN(C(=O)CCNS(=O)(=O)c3ccc4c(c3)oc(=O)n4C)CC2)c1C	21µM*	12%	-1%	-26%	2%	2.5%	-6%	i	1.3
O=C(Nc1ccc(F)cc1)N1Cc2ccccc2-n2nncc2C1	.	-3%	.	-2%	.	3.2%	-12%	i	-2.2
O=[N+]([O-])O[C@H]1CO[C@H]2[C@@H]1OC[C@H]2O[N+](=O)[O-]	10%	6%	2%	-2%	-3%	0.3%	8%	i	-13
